mcGAS MS inh – inhibitors of Mus musculus cyclic GMP-AMP synthase, initial high-throughput assay, cell-free, RapidFire MS; AID 1259397, 2018; Q8C6L5; recombinant mouse cGAS, cGAMP by RapidFire MS; inhibition, % at 12.5 µM; 130,000 tested, 0.18% active;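 active means inhibition of cGAS enzyme activity at or above 60%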;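 further: enzyme stimulated by 45 bp dsDNA with ATP and GTP substrates; cGAMP share of summed cGAMP plus half ATP and half GTP signals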
Target sequence (Q8C6L5 whole entry, looked up): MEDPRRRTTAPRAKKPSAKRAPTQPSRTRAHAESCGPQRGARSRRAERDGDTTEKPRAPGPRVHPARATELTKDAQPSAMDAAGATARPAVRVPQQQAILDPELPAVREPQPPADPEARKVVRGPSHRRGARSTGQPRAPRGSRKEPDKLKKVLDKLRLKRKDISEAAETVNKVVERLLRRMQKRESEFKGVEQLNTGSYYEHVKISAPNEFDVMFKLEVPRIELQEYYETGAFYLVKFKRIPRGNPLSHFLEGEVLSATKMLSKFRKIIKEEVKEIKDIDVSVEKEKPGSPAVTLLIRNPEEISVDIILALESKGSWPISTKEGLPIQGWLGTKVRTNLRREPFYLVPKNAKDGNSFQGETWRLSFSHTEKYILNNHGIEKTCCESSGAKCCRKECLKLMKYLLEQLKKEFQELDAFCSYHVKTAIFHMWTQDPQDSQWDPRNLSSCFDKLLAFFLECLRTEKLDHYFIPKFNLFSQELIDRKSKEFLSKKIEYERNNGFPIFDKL
* hit, by the source's call; & = joins results of further samples; ! = a repeat was not active. The list is partial. The share of hits here may be higher or lower than overall.

Preview (25 entries):
SMILES	mcGAS MS inh
COc1ccc2c(c1)[C@]13CCCC[C@H]1[C@H](C2)N(C)CC3	-2
Cc1cccc(Cn2cccc(C(=O)Nc3cc(C)on3)c2=O)c1	-9
N#CC(C#N)=NNc1ccc(F)cc1	4
O=C1CSC2(CCNCC2)N1c1ccc(Cl)cc1	1
COc1ccccc1[C@H]1CN(C(=O)c2ocnc2C)[C@@H]2C3CCN(CC3)[C@H]12	-11
Cc1cccc(C)c1OP(N)(=O)OCC(F)(F)F (configuration not stated)	-2
Cc1cc(N2C[C@H](c3cc(F)cc(F)c3)[C@@H]3[C@H]2C2CCN3CC2)nc(N)n1	-18
CN(C)c1ccc(P(=S)(N2CCCCC2)N2CCCCC2)cc1	13
NC(=O)c1ccccc1NC(=O)c1cccn(Cc2c(F)cccc2Cl)c1=O	-6
CCCc1cc(C(=O)N[C@H]2C[C@H]3CN(C)CCN3C2)ccn1	-17
Cc1[nH]c(=O)[nH]c(=O)c1CN1C[C@@H](c2ccccc2)[C@@H]2[C@H]1C1CCN2CC1	-35
CCCC12CN3CC(C)(CN(C1)C3(C)C)C2=O	-5
CC(C)NC(=O)CNC(C)Cn1cncn1 (configuration not stated)	-43
COc1ccc(N2C(=O)CC(=O)NC2=S)cc1	-1
O=C1OC2(CCN(Cc3cc(=O)[nH]c(C4CC4)n3)CC2)c2ccccc21	-4
NC(Cc1ccccc1)c1csc(Nc2ccccn2)n1 (configuration not stated)	-8
O=C(c1cn(Cc2ccccc2C(F)(F)F)nn1)N1C[C@H]2C[C@@H](C1)c1cccc(=O)n1C2	-8
COc1nc(C)cc(C)c1CNc1ncnc2c1CCN(C(=O)C1CC1)C2	-6
Cc1ccccc1N1CCN(C2CCCN(C(=O)COc3ccc(Cl)cc3)C2)CC1 (configuration not stated)	-9
Fc1cc(Br)ccc1C1NCCc2[nH]cnc21 (configuration not stated)	2
Cc1ccc(CC(C)NC(=O)CCN2C(=O)CCC2=O)c(C)c1 (configuration not stated)	-7
O=C(c1cc(Cl)c[nH]1)C(Cl)(Cl)Cl	6
CN(CCN1CCCCCC1)C(=O)Cc1ccc2c(c1)NC(=O)CO2	-2
Cc1noc(C)c1NC(=O)NC1C2COCC1CN(CC1CC1)C2 (configuration not stated)	-5
Cc1ccc(-c2nccn2CCc2cnc[nH]2)c(C)c1F	-28

The whole of this part, previewed entries included:
SMILES	mcGAS MS inh
COc1ccc2c(c1)[C@]13CCCC[C@H]1[C@H](C2)N(C)CC3	-2
Cc1cccc(Cn2cccc(C(=O)Nc3cc(C)on3)c2=O)c1	-9
N#CC(C#N)=NNc1ccc(F)cc1	4
O=C1CSC2(CCNCC2)N1c1ccc(Cl)cc1	1
COc1ccccc1[C@H]1CN(C(=O)c2ocnc2C)[C@@H]2C3CCN(CC3)[C@H]12	-11
Cc1cccc(C)c1OP(N)(=O)OCC(F)(F)F (configuration not stated)	-2
Cc1cc(N2C[C@H](c3cc(F)cc(F)c3)[C@@H]3[C@H]2C2CCN3CC2)nc(N)n1	-18
CN(C)c1ccc(P(=S)(N2CCCCC2)N2CCCCC2)cc1	13
NC(=O)c1ccccc1NC(=O)c1cccn(Cc2c(F)cccc2Cl)c1=O	-6
CCCc1cc(C(=O)N[C@H]2C[C@H]3CN(C)CCN3C2)ccn1	-17
Cc1[nH]c(=O)[nH]c(=O)c1CN1C[C@@H](c2ccccc2)[C@@H]2[C@H]1C1CCN2CC1	-35
CCCC12CN3CC(C)(CN(C1)C3(C)C)C2=O	-5
CC(C)NC(=O)CNC(C)Cn1cncn1 (configuration not stated)	-43
COc1ccc(N2C(=O)CC(=O)NC2=S)cc1	-1
O=C1OC2(CCN(Cc3cc(=O)[nH]c(C4CC4)n3)CC2)c2ccccc21	-4
NC(Cc1ccccc1)c1csc(Nc2ccccn2)n1 (configuration not stated)	-8
O=C(c1cn(Cc2ccccc2C(F)(F)F)nn1)N1C[C@H]2C[C@@H](C1)c1cccc(=O)n1C2	-8
COc1nc(C)cc(C)c1CNc1ncnc2c1CCN(C(=O)C1CC1)C2	-6
Cc1ccccc1N1CCN(C2CCCN(C(=O)COc3ccc(Cl)cc3)C2)CC1 (configuration not stated)	-9
Fc1cc(Br)ccc1C1NCCc2[nH]cnc21 (configuration not stated)	2
Cc1ccc(CC(C)NC(=O)CCN2C(=O)CCC2=O)c(C)c1 (configuration not stated)	-7
O=C(c1cc(Cl)c[nH]1)C(Cl)(Cl)Cl	6
CN(CCN1CCCCCC1)C(=O)Cc1ccc2c(c1)NC(=O)CO2	-2
Cc1noc(C)c1NC(=O)NC1C2COCC1CN(CC1CC1)C2 (configuration not stated)	-5
Cc1ccc(-c2nccn2CCc2cnc[nH]2)c(C)c1F	-28
Brc1ccc(C2CC(c3cccnc3)=Nc3nnnn32)cc1 (configuration not stated)	-5
COc1ccc(C2NCc3ccc4c(c3-n3cccc32)OCO4)cc1O (configuration not stated)	-9
Cc1cnc(CN(C)CCc2ccc(Br)cc2)cn1	-13
COc1cc(Cl)c(C)cc1-n1c(=S)[nH]c2ccccc2c1=O	20
Clc1cccc(C2NCCc3[nH]cnc32)c1Cl (configuration not stated)	0
CNC(=O)N(C)c1nnc(C(C)(C)C)s1	-4
Cn1c(O)c(C=Nc2ncccn2)c(=O)n(C)c1=O	0
COc1ccccc1CC(C)N(C)C(=O)CN1CCCN(C)CC1 (configuration not stated)	-11
CCC/C=C/c1cccc(N2CCNCC2)n1	-23
O=C1c2ccccc2-c2onc3c(Cl)cc(N4CC4)c1c23	3
COc1ccccc1Nc1nnc(CC(=O)N2CCN(C3CCCCC3)CC2)s1	-11
CN1CCC(O)(c2ccc(F)cc2)C(C(=O)c2ccc(F)cc2)C1 (configuration not stated)	4
N#Cc1cc(F)c(N2CCOCC2)cc1Cl	-3
CC(=O)OCC1=C(C(=O)O)N2C(=O)[C@@H](NC(=O)CCCC(N)C(=O)O)C2SC1 (some centres not stated)	73*!
CN1C(=O)C2(CCN(Cc3nc(-c4ccco4)no3)CC2)c2ccccc21	-26
N=P(NS(=O)(=O)c1ccccc1)(c1ccccc1)c1ccccc1	-5
Cc1ccnc(CC(C)N(C)Cc2ccc(CN(C)S(C)(=O)=O)o2)c1 (configuration not stated)	-10
CC(=O)O[C@H]1C[C@H](O[C@H]2[C@@H](O)C[C@H](O[C@H]3[C@@H](O)C[C@H](O[C@H]4CC[C@@]5(C)C(CCC6C5C[C@@H](O)[C@]5(C)[C@@H](C7=CC(=O)OC7)CC[C@]65O)C4)O[C@@H]3C)O[C@@H]2C)O[C@H](C)[C@H]1O[C@@H]1O[C@H](CO)[C@@H](O)[C@H](O)[C@H]1O (some centres not stated)	-2
COc1ccc(CCN)cc1OC	-17
COC(=O)CC1=C(C(=O)OC)C2(C(=O)N1)c1ccccc1OC(=N)C2C#N (configuration not stated)	1
CN1Cc2ccccc2[C@@H]2c3cccc4[nH]cc(c34)C[C@H]21	11
CCN1CCCC1CNC(=O)C(O)(c1ccccc1)c1ccccc1 (configuration not stated)	-3
OC(Cc1ccncc1)C(Cl)(Cl)Cl (configuration not stated)	-1
FC(F)(F)c1nnc2n1N1C(=CSC1c1cccnc1)S2 (configuration not stated)	-8
C=CCC1(C(C)CCC)C(=O)NC(=S)NC1=O (configuration not stated)	-14
Later entries
SMILES	mcGAS MS inh
CCOc1cccc(C(C)NC(=O)N2CCC3(CC2)OCCO3)c1 (configuration not stated)	-4
O=C(Cc1ccc(F)cc1)N1CCC(C(=O)O)(c2ccccc2)CC1	-5
COc1cc(Br)c(CCN)cc1OC	10
CCCOc1c(I)cc(/C=C\[N+](=O)[O-])cc1OC	-6
Cc1nc(N(C)C)nc(N2C[C@@H]3C[C@@H](C2)c2cccc(=O)n2C3)c1C	-10
CN1C(=O)CN=C(c2ccccc2)c2cc(Cl)ccc21	-18
Cc1cccnc1CC(C)NCC(=O)NCc1ccccc1F (configuration not stated)	-16
Cc1ccc(C2=CCN(Cc3nc4ccsc4c(=O)[nH]3)CC2)cc1	-5
C=CCN1CC[C@]23c4c5ccc(O)c4O[C@H]2C(=O)CC[C@@]3(O)[C@H]1C5	-13
CN1CCN(c2nc(C(C)(C)C)cs2)CC1	-2
COc1ccc2[nH]cc(C3=CCNCC3)c2c1	-1
Oc1c(Cl)c(Cl)c(Cl)c(Cl)c1Cl	98*
CC(C)CCn1c(CC(C)(C)C)nc2ccccc21	-6
COc1ccc(CC(=O)N2CCN(C(C)C(=O)NC(C)(C)C)CC2)cc1 (configuration not stated)	5
CC(=O)[O][Hg][c]1ccccc1	-1
CC12CCC3C(CCC4CC(=O)CCC43C)C1CCC2O (configuration not stated)	13
CC/C=C\CCCN1CCN2CCNC(=O)C2C1 (configuration not stated)	-9
COc1ccc(CC2(CCc3ccncc3)C(=O)NC(=O)NC2=O)cc1	-2
COc1ccc2[nH]c3c(c2c1)CCN=C3C	-6
Clc1ccc(C(OCCN2CCCCC2)c2ccccc2)cc1 (configuration not stated)	-9&-6
COc1cccc(CC(C)NCc2csc(C)n2)c1 (configuration not stated)	-11
COc1ccc([C@@H]2CN(c3ncnc4[nH]ccc34)[C@@H]3C4CCN(CC4)[C@@H]32)cc1	-16
Cc1ccc(N2CCC(NC(C)Cc3ncccc3C)CC2)cc1 (configuration not stated)	-2
O=C(CCCc1cn[nH]c1)N1C[C@@H](c2ccccc2)[C@@H]2[C@H]1C1CCN2CC1	-5
CN1CCOC(CN(C(=O)CN2CCCC2=O)c2nccs2)C1 (configuration not stated)	-44
CC1CCCC(=O)CCCCCc2cc(O)cc(O)c2C(=O)O1 (configuration not stated)	18
N#Cc1ccc(CN2CCN(c3cccc(Cl)c3)CC2)cc1	-3
Cn1cccc1C(=O)NS(=O)(=O)c1ccc(C#N)c(Cl)c1	-9
COc1cc(C(=O)N2CCN3CCNC(=O)C3C2)nc(OC)n1 (configuration not stated)	6
Cc1cccc(=O)n1CCC(=O)N1CCCN2CCC[C@H]2C1	1
COc1ccc2c(c1)c(C(=O)NC(C)CCn1cccn1)c(C)n2C (configuration not stated)	-8
CC(C)COC(=O)C1CN1C(C)(C)CO (configuration not stated)	-20
COc1ccc2c(CCN)c[nH]c2c1	-12
c1ccc2[nH]c(C3CCCNC3)cc2c1 (configuration not stated)	1
CNCCc1cnc[nH]1	0
COC(=O)C1(c2ccccc2)CCN(C(=O)CCc2ccc(F)cc2)CC1	1
CC(C)c1cnc(CN2CC=C(c3ccccc3C(F)(F)F)CC2)o1	-41
Cc1ccc(P(=S)(N2CCOCC2)N2CCOCC2)o1	-1
Cc1nc(CCN)cc(N2CCN3CCC2CC3)n1	3
O=C1OC(c2c(O)[nH]c(=O)[nH]c2=O)c2ccccc21 (configuration not stated)	-6
CCn1ccnc1P(=S)(N(C)C)N(C)C	3
Cc1noc(C)c1CC(=O)NC(C)Cc1ccc(Cl)cc1Cl (configuration not stated)	-16&9
C=C1C[C@@H]2[C@H](CC[C@]3(C)C(=O)CC[C@@H]23)[C@@]2(C)C=CC(=O)C=C12	-4
CC(C)Cc1ccc(C2NCCc3[nH]cnc32)s1 (configuration not stated)	-2
Fc1cnccc1-c1cccc2c1CCNC2	8
CC(=O)C(C#N)c1c(Cl)cccc1Cl (configuration not stated)	0
CC(Cc1ccccn1)NC1CCN(c2ccc(NC(=O)C3CCCC3)cc2)CC1 (configuration not stated)	-7
CN1C2C[C@H](OC(=O)[C@H](CO)c3ccccc3)C[C@H]1[C@@H](O)C2	-23
Cc1nc(SCc2nc3ccccc3c(=O)n2-c2ccc(F)cc2)n[nH]1	-6
Clc1cccc2sc(N3CCNCC3)nc12	-2
The results go on.
SMILES	mcGAS MS inh
COCCN1CCCC2(CCNC2)C1=O (configuration not stated)	-18
O=c1oc2ccccc2c(O)c1C(c1ccccn1)c1c(O)c2ccccc2oc1=O	2
CN1C2CCC1CC(OC(=O)CNC1CCCCC1)C2 (configuration not stated)	-2
O=c1[nH]c(O)c(N=Nc2ccc3c(c2)OCCO3)c(=O)[nH]1	-7
CCNC(=O)CN1CCCC(C(=O)c2ccc3c4c(cccc24)CC3)C1 (configuration not stated)	1
c1cc2c(c(-c3cncnc3)c1)CCNC2	-6
CCCCCCCSc1cc(OC)c(CCNC)cc1OC	-5
C[C@]12CCC3C(CC[C@H]4C[C@@H](O)CC[C@]34C)C1CCC2=O (some centres not stated)	-9
COc1ccc(NC2=NCCS2)cc1	-13
CN1CCN=C(c2ccccc2)c2cc(Cl)ccc21	-2
CN(CCCN1CCCCC1)Cc1ccc(Cl)nc1	-3
O=C1NCN(c2ccccc2)C12CCN(Cc1ccccn1)CC2	0
CN(C)C(C)(C)Cc1c2c(cc3c1CCC3)CCC2	-8
Cc1cccc(Cn2cccc(C(=O)Nc3ccccc3F)c2=O)c1	-5
OC(c1ccccc1)(c1ccccc1)C1CCCN1 (configuration not stated)	-7
CC(Cc1ccc(O)cc1)N(C)CC(=O)Nc1ccccc1Cl (configuration not stated)	0
CCOCCOCc1cccc(NC(=O)N2CCC3(CC2)OCCO3)c1	7
Cc1oc(-c2ccc(F)cc2)nc1CN1C[C@@H]2C[C@@H](C1)c1cccc(=O)n1C2	-6
CC(N)Cc1ccccc1S(=O)c1ccccc1 (configuration not stated)	-8
CN1CC2([N+](=O)[O-])C=CC(=O)C([N+](=O)[O-])(C1)C2 (configuration not stated)	-3
COc1cc(OC)c(OC)cc1CNCCc1cccc(F)c1	0
Cc1c[nH]c(CN2CCCC3(C2)CN(C)C(=O)O3)c(C)c1=O (configuration not stated)	-10
Cc1cc(C)cc(CC(C)NC(=O)CCn2ccccc2=O)c1 (configuration not stated)	-5
COc1cc(CN2CCCC(C(=O)c3sccc3C)C2)cc2c1OCO2 (configuration not stated)	5
CC(Cc1ccccn1)N(C)Cc1cccc(C(=O)Nc2cn(C)nn2)c1 (configuration not stated)	-12
c1ccc2c(CN3CCC4(CCCNC4)C3)c[nH]c2c1 (configuration not stated)	-7
c1ccc2c(c1)CCCC2C1CCCN1 (configuration not stated)	0

High-throughput results (PubChem BioAssay)
